STK33 inh – human STK33 kinase inhibition. inhibition, % at 12.5 µM. ADP-Glo luminescence, MBP substrate. AID 2322. Q9BYT3. 27,000 compounds, 0.44% hits; in the data active = inhibition above about 20%
Target sequence (Q9BYT3 whole entry, looked up): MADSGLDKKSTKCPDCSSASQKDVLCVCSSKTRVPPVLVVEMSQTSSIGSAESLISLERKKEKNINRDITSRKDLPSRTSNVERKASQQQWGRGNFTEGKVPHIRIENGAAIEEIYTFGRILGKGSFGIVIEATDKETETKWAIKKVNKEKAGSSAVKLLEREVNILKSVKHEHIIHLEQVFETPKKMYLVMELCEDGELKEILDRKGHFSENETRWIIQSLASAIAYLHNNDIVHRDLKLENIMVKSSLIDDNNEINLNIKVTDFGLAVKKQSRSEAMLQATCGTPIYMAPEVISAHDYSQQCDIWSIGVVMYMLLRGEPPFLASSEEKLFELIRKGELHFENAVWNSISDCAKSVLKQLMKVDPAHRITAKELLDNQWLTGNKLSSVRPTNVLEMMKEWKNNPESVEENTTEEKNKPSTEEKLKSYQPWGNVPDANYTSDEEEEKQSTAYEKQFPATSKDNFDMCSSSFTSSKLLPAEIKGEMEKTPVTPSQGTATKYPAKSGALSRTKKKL
p53 PUMA act – re-activators of the mutant p53 pathway. AID 624151. 28,000 compounds, 1.5% hits. activation, % at 9.98 µM. SW480 PUMA-promoter luciferase, p53 mutant reactivation; in the data active = activation above about 52%
Numbers without * were called inactive; . = no result given. The list is partial, so the mix of outcomes need not match the whole.

SMILES	STK33 inh	p53 PUMA act
COc1ccc(S(=O)(=O)Nc2ccc3c(c2)C(=O)N([C@H](C)CO)C[C@H](C)[C@H](CN(C)S(C)(=O)=O)OCCCC[C@@H](C)O3)cc1	-1	.
C[C@@H]1CN([C@@H](C)CO)C(=O)c2cc(NC(=O)NC3CCCCC3)ccc2O[C@H]1CN(C)Cc1ccncc1	2	6
CC(=O)c1cccc(NC(=O)Cn2cnc3c2c(=O)n(C)c(=O)n3C)c1	4	-7
C[C@H](CO)N1C[C@H](C)[C@H](CN(C)Cc2cccc(C(=O)O)c2)Oc2ncc(-c3ccccc3F)cc2C1=O	.	5
Cc1ccc(S(=O)(=O)Nc2ccc3c(c2)C(=O)N([C@H](C)CO)C[C@H](C)[C@@H](CN(C)C(=O)c2ccncc2)OCCCC[C@@H](C)O3)cc1	-1	.
C[C@@H]1CN([C@H](C)CO)C(=O)CCCn2nncc2CO[C@H]1CN(C)C(=O)Nc1ccc(-c2cccs2)cc1	0	.
COc1ccc(C(C)C)cc1S(=O)(=O)n1cnc2cc(C)c(C)cc21	-6	-5
Cc1noc(C)c1NC(=O)Nc1cccc2c1O[C@H](CN(C)S(=O)(=O)c1cn(C)cn1)[C@H](C)CN([C@H](C)CO)C2=O	.	8
C[C@H]1CN([C@@H](C)CO)C(=O)c2cc(NC(=O)Cn3cnnn3)ccc2O[C@@H]1CN(C)Cc1ccc(C(=O)O)cc1	.	6
C[C@@H]1CN([C@@H](C)CO)C(=O)c2cc(NC(=O)Nc3cccc4ccccc34)ccc2O[C@@H](C)CCCCO[C@H]1CN(C)Cc1ccc(Cl)c(Cl)c1	.	-3
C[C@@H]1CN([C@@H](C)CO)C(=O)c2cc(NS(C)(=O)=O)ccc2O[C@H]1CN(C)CC1CC1	.	3
O=C(CSc1nnc(-c2cccnc2)n1-c1ccccc1)Nc1cc(C(F)(F)F)ccc1Cl	0	0
C[C@H](CO)N1C[C@H](C)[C@@H](CN(C)C)OCCCC[C@H](C)Oc2ccc(NC(=O)Nc3ccc(C(F)(F)F)cc3)cc2C1=O	.	-9
Cn1cccc1CNCCCN1CCOCC1	0	3
COc1ccc(OC)c(NC(=O)C(C)N2c3cccc4cccc(c34)S2(=O)=O)c1 (centres undefined)	7	5
C[C@H]1CN([C@@H](C)CO)C(=O)Cc2cc(NC(=O)Cc3cn(C)c4ccccc34)ccc2O[C@H]1CN(C)S(C)(=O)=O	0	.
Cc1noc(C)c1NC(=O)Nc1cccc2c1O[C@H](CN(C)CC1CC1)[C@@H](C)CN([C@H](C)CO)C2=O	.	9
CN(CCC#N)S(=O)(=O)c1cccc2nsnc12	3	0
C[C@@H]1CCCCO[C@@H](CN(C)C)[C@H](C)CN([C@@H](C)CO)C(=O)c2cc(NS(C)(=O)=O)ccc2O1	.	4
COc1ccc(-n2c(C)nnc2SCC(=O)Nc2ccc(F)c(Cl)c2)cc1	0	5
C[C@H](CO)N1C[C@H](C)[C@H](CN(C)S(=O)(=O)c2ccccc2)Oc2ccc(NS(=O)(=O)c3ccc(Cl)cc3)cc2C1=O	4	.
COc1ccccc1C(=O)N(Cc1nc(-c2ccc(Cl)cc2)no1)C(C)C	0	.
C[C@H](CO)N1C[C@H](C)[C@H](CN(C)S(=O)(=O)c2cn(C)cn2)Oc2c(NC(=O)Nc3ccc(C(F)(F)F)cc3)cccc2C1=O	.	-10
CC1(C)CC[C@]2(C(=O)O)CC[C@]3(C)C(=CCC4[C@@]5(C)CC[C@H](O[C@@H]6OC[C@H](O)[C@H](O)[C@H]6O)[C@@](C)(CO)C5CC[C@]43C)C2C1 (some centres undefined)	-8	-38
C[C@@H]1CN([C@H](C)CO)C(=O)Cc2cc(NC(=O)C3CCCCC3)ccc2O[C@@H]1CN(C)C(=O)Nc1ccc(F)cc1	-1	.
COc1cc(NC(=O)COc2cc(C)c(Cl)c(C)c2)c(C(=O)O)cc1OC	5	13
O=C(NC(NC(=S)Nc1ccc(F)c([N+](=O)[O-])c1)C(Cl)(Cl)Cl)C(c1ccccc1)c1ccccc1 (centres undefined)	.	-79
C[C@H]1CN([C@@H](C)CO)C(=O)c2cc(-c3ccccc3)cnc2O[C@@H]1CN(C)Cc1ccc(C(=O)O)cc1	.	8
Cc1ccc(S(=O)(=O)NC(C)C(=O)Nc2ccc(F)c(Cl)c2)cc1 (centres undefined)	1	2
CCN(CC(=O)Nc1ccc(C(N)=O)cc1)S(=O)(=O)c1ccc(F)cc1	-3	8
C[C@@H]1CN([C@@H](C)CO)C(=O)Cc2cc(NS(=O)(=O)c3cn(C)cn3)ccc2O[C@@H]1CN(C)C(=O)Nc1cccc2ccccc12	-2	-3
C[C@H](CO)N1C[C@H](C)[C@H](CN(C)CC2CC2)Oc2ccc(NS(=O)(=O)c3ccc(F)cc3)cc2CC1=O	0	.
COc1ccc(CN(C)C[C@@H]2OCCCC[C@@H](C)Oc3ccc(NC(=O)NC(C)C)cc3C(=O)N([C@H](C)CO)C[C@@H]2C)cc1	7	.
C[C@H](CO)N1C[C@H](C)[C@@H](CN(C)S(=O)(=O)c2ccccc2)Oc2c(cccc2N(C)C)C1=O	.	2
CCOC(=O)c1c(C)n(OCc2ccccc2)c2ccc3nonc3c12	.	0
Cc1ccc(OCC(=O)NC(=S)Nc2cc(-c3nc4ncccc4o3)ccc2C)cc1	1	0
C[C@@H]1CCCCO[C@@H](CN(C)CC2CCCCC2)[C@@H](C)CN([C@H](C)CO)C(=O)c2cc(NS(=O)(=O)c3ccccc3)ccc2O1	-2	.
C[C@@H]1CN([C@@H](C)CO)C(=O)Cc2cc(NC(=O)CCN3CCOCC3)ccc2O[C@@H]1CN(C)S(C)(=O)=O	-1	.
COc1ccc(NC(=O)C23CC4CC(C2)CC(C(=O)Nc2ccc(OC)cc2OC)(C4)C3)c(OC)c1	-2	-4
COc1ccc(NC(=O)N(C)C[C@@H]2Oc3ccc(NC(=O)Nc4ccc(C(F)(F)F)cc4)cc3CC(=O)N([C@H](C)CO)C[C@H]2C)cc1	4	.

Quoted from the listing.
p53 PUMA act, COc1cc(NC(=O)COc2cc(C)c(Cl)c(C)c2)c(C(=O)O)cc1OC reads 13
p53 PUMA act, C[C@H](CO)N1C[C@H](C)[C@H](CN(C)S(=O)(=O)c2cn(C)cn2)Oc2c(NC(=O)Nc3ccc(C(F)(F)F)cc3)cccc2C1=O reads -10
STK33 inh, COc1ccc(CN(C)C[C@@H]2OCCCC[C@@H](C)Oc3ccc(NC(=O)NC(C)C)cc3C(=O)N([C@H](C)CO)C[C@@H]2C)cc1 reads 7
STK33 inh, C[C@H](CO)N1C[C@H](C)[C@H](CN(C)S(=O)(=O)c2ccccc2)Oc2ccc(NS(=O)(=O)c3ccc(Cl)cc3)cc2C1=O reads 4
STK33 inh, Cc1ccc(OCC(=O)NC(=S)Nc2cc(-c3nc4ncccc4o3)ccc2C)cc1 reads 1
p53 PUMA act, Cc1ccc(S(=O)(=O)NC(C)C(=O)Nc2ccc(F)c(Cl)c2)cc1 (centres undefined) reads 2
STK33 inh, C[C@H](CO)N1C[C@H](C)[C@H](CN(C)CC2CC2)Oc2ccc(NS(=O)(=O)c3ccc(F)cc3)cc2CC1=O reads 0

Not a retest: an excerpt of the list.
SMILES	STK33 inh	p53 PUMA act
C[C@H](CO)N1C[C@H](C)[C@H](CN(C)S(=O)(=O)c2ccccc2)Oc2ccc(NS(=O)(=O)c3ccc(Cl)cc3)cc2C1=O	4	.
COc1ccccc1C(=O)N(Cc1nc(-c2ccc(Cl)cc2)no1)C(C)C	0	.

(continued)
SMILES	STK33 inh	p53 PUMA act
O=C(Cn1ccc([N+](=O)[O-])n1)NCc1cccnc1	1	19
C[C@@H]1CN([C@H](C)CO)C(=O)Cc2cc(NC(=O)Nc3ccc(C(F)(F)F)cc3)ccc2O[C@@H]1CN(C)C(=O)NC1CCCCC1	0	-8
C[C@H](CO)N1C[C@H](C)[C@H](CN(C)C(=O)Cc2ccccn2)Oc2cc(-c3cccc(C(=O)N(C)C)c3)ccc2S1(=O)=O	.	2
Cc1cc2ncn(CC(O)COc3c(C)cccc3C)c2cc1C (centres undefined)	-2	9
COc1ccc(NC(=O)Nc2ccc3c(c2)C(=O)N([C@@H](C)CO)C[C@@H](C)[C@H](CN(C)C(=O)NC2CCCCC2)OCCCC[C@@H](C)O3)cc1	.	-34
C[C@@H]1CCCCO[C@H](CN(C)C(=O)Nc2ccc(F)cc2)[C@@H](C)CN([C@H](C)CO)C(=O)c2cc(NC(=O)c3ccccc3)ccc2O1	-4	.
CC(C)NCC(O)COc1cccc2[nH]ccc12 (centres undefined)	3	.
Cc1ccccc1OCC(=O)NCC(=O)O	-1	-2
Cc1ccc(S(=O)(=O)Nc2ccc3c(c2)CC(=O)N([C@@H](C)CO)C[C@H](C)[C@@H](CN(C)S(=O)(=O)c2ccc(C)cc2)O3)cc1	1	.
Cc1ccccc1NS(=O)(=O)c1ccc(NC(=O)c2nc3ncccn3n2)cc1	-10	9
O=C(CSc1nc(-c2ccccc2)cc(C(F)(F)F)n1)c1ccc(Br)cc1	0	0
C[C@H](CO)N1C[C@H](C)[C@H](CN(C)S(=O)(=O)c2cn(C)cn2)Oc2ccc(NC(=O)Nc3ccc(F)cc3)cc2CC1=O	1	.
O=C(CCN1C(=O)C2C3c4ccccc4C(c4ccccc43)C2C1=O)Oc1cccc2cccnc12 (centres undefined)	-1	0
Cc1ccc(CN2C(=O)C(O)(CC(=O)c3c(C)coc3C)c3cc(Cl)ccc32)cc1 (centres undefined)	0	-6
C[C@@H]1CN([C@H](C)CO)C(=O)Cc2cc(NS(=O)(=O)c3ccc(F)cc3)ccc2O[C@@H]1CN(C)Cc1ccc(C(=O)O)cc1	-2	.
C/C=C/c1cnc2c(c1)C(=O)N([C@H](C)CO)C[C@@H](C)[C@@H](CN(C)C(=O)Nc1ccc(OC)cc1)O2	.	18
C[C@H](CO)N1C[C@H](C)[C@H](CN(C)S(C)(=O)=O)Oc2ccc(NC(=O)Cn3cnnn3)cc2C1=O	1	.
Nc1nc(SCC(=O)c2ccccc2)nc2sc3c(c12)CCC3	5	113*
C[C@@H]1CN([C@H](C)CO)C(=O)c2cccc(NC(=O)c3ccc(-c4nccs4)cc3)c2O[C@@H]1CN(C)S(=O)(=O)c1cccs1	.	-4
C/C=C/c1ccc2c(c1)O[C@@H](CN(C)C(=O)Nc1ccc(C(F)(F)F)cc1)[C@H](C)CN([C@@H](C)CO)S2(=O)=O	.	-29
COc1ccc(N(Cc2cc3ccccc3[nH]c2=O)C(=O)c2cccc(OC)c2)cc1	0	-1
COc1ccc(OC)c(NC(=O)COc2cc(C)c(Br)cc2C)c1	0	24
C[C@H]1CN([C@@H](C)CO)C(=O)c2cc(NS(=O)(=O)c3ccccc3)ccc2O[C@H]1CN(C)Cc1ccc(Cl)c(Cl)c1	3	.
COc1cc(CCC(O)CC(=O)CCc2ccc(O)cc2)ccc1O (centres undefined)	1	.
CNC[C@H]1OCCCC[C@@H](C)Oc2ccc(NC(=O)c3ccccc3)cc2C(=O)N([C@H](C)CO)C[C@@H]1C	-1	1
COC(=O)c1cc(C)sc1NC(=S)NC(C)c1cn(C)nc1C (centres undefined)	1	-19
C[C@@H]1CN([C@@H](C)CO)C(=O)c2cc(NC(=O)Cn3cnnn3)ccc2O[C@@H]1CN(C)Cc1ccc(C(F)(F)F)cc1	.	4
CCn1c(SCC(=O)Nc2cc(Cl)c(Cl)cc2Cl)nnc1-c1cccc(C)c1	4	-2
C[C@H]1CN([C@@H](C)CO)C(=O)c2cccc(NS(=O)(=O)c3ccc(Cl)cc3)c2O[C@@H]1CN(C)C(=O)Nc1ccc(F)cc1	.	7
Cc1ccc(S(=O)(=O)N(C)CC(=O)Nc2cccnc2)cc1	1	-4
COC(=O)c1ccccc1NC(=O)CSc1nnnn1-c1ccc(C)cc1C	1	-8
C[C@@H]1O[C@@H](O[C@H]2[C@@H](O)[C@@H](C)O[C@@H](O[C@H]3[C@H](O)[C@@H](O)[C@H](O[C@H]4CC[C@@]5(C)C(CC[C@]6(C)C5C=CC5=C7CC(C)(C)CC[C@]7(CO)CC[C@]56C)[C@]4(C)CO)O[C@@H]3CO)[C@@H]2O[C@@H]2O[C@H](CO)[C@@H](O)[C@H](O)[C@H]2O)[C@H](O)[C@H](O)[C@H]1O (some centres undefined)	-5	0
C[C@H]1CN([C@@H](C)CO)C(=O)c2cc(NS(=O)(=O)c3cn(C)cn3)ccc2O[C@@H]1CN(C)S(=O)(=O)c1ccc(F)cc1	-1	.
Cc1cccc(NC(=O)C(Cc2ccccc2)N2C(=O)c3cc(Cl)c(Cl)cc3C2=O)c1 (centres undefined)	1	0
C[C@@H]1CN([C@H](C)CO)C(=O)Cc2cc(NC(=O)Nc3ccc4c(c3)OCO4)ccc2O[C@@H]1CN(C)Cc1ccc(Oc2ccccc2)cc1	4	.
COc1ccc(S(=O)(=O)N(C)C[C@@H]2Oc3ccc(NS(=O)(=O)c4cccs4)cc3C(=O)N([C@@H](C)CO)C[C@@H]2C)cc1	0	.
Cc1ccc(NC(=O)CSc2nc3ccc([N+](=O)[O-])cc3s2)cc1Cl	-5	-9
O=C1c2ccccc2[C@@]2(Cc3ccccc3N(CCN3CCOCC3)C2=O)[C@H](c2ccc(CO)cc2)N1Cc1ccccc1Cl	3	.
C[C@@H]1CN([C@@H](C)CO)C(=O)c2cccc(NC(=O)Nc3ccc(C(F)(F)F)cc3)c2O[C@H]1CN(C)C(=O)Nc1ccc(F)cc1	.	-11
Cc1ccc2c(c1)c1nc3ccccc3nc1n2CCN1CCOCC1	-2	-17

One compound at a time (already shown):
`COc1ccc(N(Cc2cc3ccccc3[nH]c2=O)C(=O)c2cccc(OC)c2)cc1` is entered as STK33 inh: 0; p53 PUMA act: -1
`COc1ccc(OC)c(NC(=O)COc2cc(C)c(Br)cc2C)c1` is entered as STK33 inh: 0; p53 PUMA act: 24

Remaining list, next part:
SMILES	STK33 inh	p53 PUMA act
O=C(O)CCc1ccc(NCc2cccc(Oc3ccccc3)c2)cc1	.	-1
C[C@@H]1CN([C@@H](C)CO)C(=O)c2cc(NC(=O)NC3CCCCC3)ccc2O[C@@H]1CN(C)Cc1ccncc1	1	13
Cc1ccc(Nc2nc(Nc3ccc(C)cc3)nc(Sc3ncn[nH]3)n2)cc1	.	-2
COc1ccc(C)cc1NC(=O)CN(c1ccc(Br)c(C)c1)S(C)(=O)=O	0	2
O=C(CSc1nnc(-c2ccco2)n1-c1ccccc1)c1ccc2c(c1)OCCO2	1	7

Source: PubChem
